Screening data: PubChem, National Center for Advancing Translational Sciences (NCATS)
Giardia killer – kills Giardia lamblia; Giardia lamblia trophozoite viability; activity change, % at 7.66 µM, hits read low; actives 0.15% (n = 340,000); AID 540267; in the data active means activity change below about -80%; inconclusive means between about -30% and that limit;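 further: parasites exposed to compound for two days anaerobically before the ATP read; on the % scale 0 is the no-effect control and ±100 the full control effect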
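ATP-content bioluminescence gauges trophozoite survival. Cells (100/well) receive compound and incubate anaerobically for 48 hrs at 37 deg C; detection reagent follows for 15-30 min at room temperature.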
PKM2 act – activators of human pyruvate kinase M2; P14618; purified PKM2, Kinase-Glo ATP luminescence, activation; response scale: 0% is enzyme alone, no compound; actives 0.34% (n = 260,000); Potency, µM (doses to about 57.5 µM), inactives show at the highest dose activation, most hits filed as activators; further: potency means the concentration at half of the fitted maximal effect; on the % scale 0 is the no-effect control and ±100 the full control effect; nearly all actives have a fitted effect of over 55% in size
Target sequence (P14618 whole entry, looked up): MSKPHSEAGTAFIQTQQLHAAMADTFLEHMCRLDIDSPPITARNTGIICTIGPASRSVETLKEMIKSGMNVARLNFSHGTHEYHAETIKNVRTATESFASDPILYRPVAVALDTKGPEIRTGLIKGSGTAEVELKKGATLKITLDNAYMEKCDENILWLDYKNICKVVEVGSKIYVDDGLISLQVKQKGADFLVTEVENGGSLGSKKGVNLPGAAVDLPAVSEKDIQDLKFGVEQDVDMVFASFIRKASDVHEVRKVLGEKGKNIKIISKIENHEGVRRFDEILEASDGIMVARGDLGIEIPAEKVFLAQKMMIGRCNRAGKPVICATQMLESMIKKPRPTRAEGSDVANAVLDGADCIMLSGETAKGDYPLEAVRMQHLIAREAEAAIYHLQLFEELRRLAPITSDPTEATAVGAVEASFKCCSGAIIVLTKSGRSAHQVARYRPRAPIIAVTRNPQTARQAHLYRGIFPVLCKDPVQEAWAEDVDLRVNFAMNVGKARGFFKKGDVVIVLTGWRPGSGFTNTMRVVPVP
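Purified hPK-M2 (>95%) run at intermediate activity with 0.1 mM ADP and 0.5 mM PEP in 50 mM imidazole pH 7.2, KCl, MgCl2; 1 h room temperature. ATP formed read by Kinase-Glo luminescence; normalized to uninhibited and no-enzyme controls.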
FBPA coupling cs – coupling enzyme interference in Giardia aldolase counter-screen; coupling enzyme system counterscreen, AmpLite Red fluorescence; activity change, negative = inhibition, % at 58.2 µM, hits read low; actives 0.67% (n = 290,000); AID 2472; in the data active means activity change below about -30%; further: on the % scale 0 is the no-effect control and ±100 the full control effect
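Compounds tested against the coupling enzymes alone at 57.5 uM final; readout was AmpLite Red fluorescence (525/598 nm) after 20 min at RT.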
CXXC DNA block – inhibitors of human MLL CXXC domain-DNA interaction; Q03164; MLL-CXXC / FITC-HOXA9 DNA fluorescence polarization; Potency, µM (titrated, usually from 115 µM), for inactives: at the highest dose activity change, negative = inhibition, actives largely listed as inhibitors; actives 0.037% (n = 290,000); AID 2662; active means well fitted inhibition curve with a large enough effect in the polarisation, with a control signal flat, not every such curve was filed as active; inconclusive means small, poorly fitted or top-dose-only effect, or effect the other way, or a change in a side signal; inactive means no such curve, though single readings can be large or run the other way; the % refers to the polarisation; further: potency means the concentration at half of the fitted maximal effect
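Fluorescence polarization: 7 uM MLL-CXXC (stock) preincubated 5 min with compounds, then 50 nM fluorescein-HOX-A9 DNA (stock) added; 30 min ambient. Buffer 50 mM Tris-HCl pH 7.5, 50 mM NaCl, 1 mM DTT, 0.05% BSA.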
KCNH2 3.1 block – KCNH2 3.1 (human) potassium channel inhibition; U2OS KCNH2 3.1, thallium flux FluxOr; stronger effect = lower value; activity change, % (tested at about 1.8 µM); actives 0.95% (n = 340,000); AID 720553;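 active means maximum activity change below -70%; inconclusive means maximum activity change from -70% to -50%; inactive means maximum activity change above -50%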;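 further: thallium influx rate constant from kinetic fluorescence after stimulation buffer; on the % scale 0 is the no-effect control and ±100 the full control effect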
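Channel expression came from 3.1 mutant virus (1.77 x 10^8 /mL) applied to suspended U2OS cells for 4 h. Flux was tracked with FluxOr dye plus Red40 quencher, and kinetic rate constants normalized to controls.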
Menin MLL FP TR – displaces Texas Red mutant MLL peptide from human menin | O00255 | Menin + Texas Red MLL mutant peptide, fluorescence polarization | Potency, µM (series often up to 61.6 µM), for inactives: at the highest dose FP activity change, negative = inhibition, most hits filed as inhibitors | actives 0.23% (n = 270,000) | AID 1768; active means well fitted inhibition curve with a large enough effect in the polarisation, with a control signal flat, not every such curve was filed as active; inconclusive means small, poorly fitted or top-dose-only effect, or effect the other way, or a change in a side signal; inactive means no such curve, though single readings can be large or run the other way; the % refers to the polarisation; further: potency means the concentration at half of the fitted maximal effect; % of control where 0% means no effect; many of its hits are not listed in these tables
Target sequence (O00255 whole entry, looked up): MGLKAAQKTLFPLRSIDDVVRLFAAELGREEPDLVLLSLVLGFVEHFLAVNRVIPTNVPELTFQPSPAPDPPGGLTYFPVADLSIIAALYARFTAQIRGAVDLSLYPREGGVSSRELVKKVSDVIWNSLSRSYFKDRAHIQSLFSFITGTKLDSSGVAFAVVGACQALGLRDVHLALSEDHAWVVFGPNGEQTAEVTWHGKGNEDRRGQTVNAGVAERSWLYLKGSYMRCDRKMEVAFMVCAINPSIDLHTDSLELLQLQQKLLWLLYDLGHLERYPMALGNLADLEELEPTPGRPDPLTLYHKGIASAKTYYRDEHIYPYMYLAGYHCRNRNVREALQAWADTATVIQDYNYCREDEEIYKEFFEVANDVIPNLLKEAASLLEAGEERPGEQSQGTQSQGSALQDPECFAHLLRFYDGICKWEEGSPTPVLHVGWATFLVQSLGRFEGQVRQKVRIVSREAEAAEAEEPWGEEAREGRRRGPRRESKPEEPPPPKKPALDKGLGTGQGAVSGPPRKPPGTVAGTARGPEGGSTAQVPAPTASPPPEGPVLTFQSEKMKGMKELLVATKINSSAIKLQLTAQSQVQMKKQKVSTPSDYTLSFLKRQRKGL
TRPV1 ag – agonists of human vanilloid receptor 1 (TRPV1). Q8NER1. TRPV1-expressing cells, Fluo-8 calcium influx, agonist mode. activation, % at 8.33 µM. actives 0.19% (n = 320,000); in the data active means activation above about 80%; inconclusive means between about 30% and that limit; further: 0% is about no effect
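Fluo-8 calcium influx in TRPV1-expressing cells, kinetic read (ex 480/em 520 nm). Compound added and read 3 min for agonist activity, followed by capsaicin at EC20 final and 2 min further read for enhancement.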
KCNH2 WT inh – blocks the wildtype human KCNH2 potassium channel | U2OS, BacMam KCNH2, thallium flux FluxOr; stronger effect = lower value | activity change, % at 1.84 µM | actives 0.37% (n = 340,000);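 active means maximum activity change below -70%; inconclusive means maximum activity change between -70% and -50%; inactive means maximum activity change above -50%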; further: on the % scale 0 is the no-effect control and ±100 the full control effect
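U2OS cells were transduced with wild-type KCNH2 virus (2.03 x 10^8 / mL) for 4 h at room temperature, then cultured overnight at 37 C. Thallium flux was read with FluxOr dye. Rate constants were normalized to DMSO controls.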
B2AR arrestin – beta2AR (human) beta-arrestin recruitment activity; P07550; actives 0.02% (n = 330,000); Potency, µM (series often up to 46.1 µM), inactives show at the top dose activation, actives largely listed as activators; beta-arrestin recruitment to beta2AR, cell-based reporter; AID 492947;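 further: potency means the concentration at half of the fitted maximal effect; 0% = DMSO controls and full agonism = EC100 isoproterenol or metaproterenol; nearly all actives have a fitted effect of over 65% in size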
GALK inh – blocks human galactokinase activity. P51570. Purified GALK, Kinase-Glo residual ATP luminescence. Potency, µM (titrated, usually from 57.5 µM), for the others: top-dose activity change, negative = inhibition, hits mostly inhibitors. actives 0.007% (n = 270,000). AID 1868; further: potency means the concentration at half of the fitted maximal effect; on the % scale 0 is the no-effect control and ±100 the full control effect
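Galactose (100 uM) and ATP (35 uM) were turned over by 5 nM GALK for 1 h at RT. Kinase-Glo Plus then converted the remaining ATP into a luminescent signal.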
USP2a block – inhibitors of human ubiquitin-specific protease USP2a; AID 463254; USP2 core, Ub-CHOP2 coupled fluorogenic reporter, 485/531; actives 0.01% (n = 330,000); Potency, µM (highest dose often 38.3 µM), for inactives: top-dose activity change, negative = inhibition, usual class: inhibitors;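 further: potency means the concentration at half of the fitted maximal effect; plate controls were DMSO wells for no effect and full inhibition by NEM control for full effect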
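Deubiquitinase activity read as fluorescence (485/531 nm) after Ub-CHOP2 cleavage activates the enterokinase reporter on its substrate; USP2 core 10nM, Ub-CHOP2 and substrate 25nM each, 30min compound preincubation then 60min RT; data normalized to NEM, curves fitted.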
Numbers without * were called inactive; ? = inconclusive; nt = no result given; & = joins results of further samples; [ ] = dose if it differs, or a comment. Unless noted, the call rests on the fitted dose curve; in most records, active means well fitted curve in the direction sought with a large enough effect; inconclusive means small, poorly fitted or top-dose-only effect, or another doubt; inactive means no such curve, though single readings can be large; an effect the other way counts as inactive or inconclusive.

#	smiles	USP2a block	TRPV1 ag	FBPA coupling cs	KCNH2 WT inh	GALK inh	Giardia killer
1	O=C(NCc1ccc2c(c1)OCO2)C1CC(=O)N(c2ccc(O)cc2)C1 (stereo not given)	1%	-1	2	2	1%	-25
2	CCN(C(=O)COC(=O)c1ccc[nH]c1=O)c1cccc2ccccc12	3%	nt	nt	2	nt	9
3	CC(=O)Nc1c(C(=O)O)oc2ccccc12	3%	0	2	-24	4%	1
4	NC(=O)Nc1ccccc1C(=O)NCCc1ccccc1	1%	-4	1	-15	1%	-11
5	Cc1cccn2c(=O)c3cc(C#N)c(=NC(=O)c4ccco4)n(Cc4ccco4)c3nc12	-1%	1	0	1	2%	0
6	COc1ccc(-n2c(SC(C)C(=O)N3CCOCC3)nc3ccccc3c2=O)cc1 (stereo not given)	-2%	?	nt	-4	3%	-13
7	COCCN1CC(C(=O)NCc2ccccc2-n2ccnc2C)CCC1=O (stereo not given)	2%	-4	nt	-5	-3%	8
8	COc1cccc(N2CCN(C(=O)c3cc(-c4ccc(F)cc4)[nH]c3C)CC2)c1	-13%	4	-1	-8	2%	3
9	Cc1ccccc1NC(=O)CN(C)S(=O)(=O)c1cccc2cccnc12	-1%	nt	1	-4	2%	8
10	O=C(CS(=O)CC(=O)Nc1cccc2c1CCCC2)Nc1ccc(F)cc1 (stereo not given)	-1%	10	1	0	-3%	-3
11	O=C1NN(c2ccccc2)C(=O)/C1=C/c1ccc(-c2ccc(Cl)c(C(=O)O)c2)o1	4%	1	2	-2	-1%	-29
12	COc1ccccc1N1CCN(S(=O)(=O)CCNC(=O)Cc2ccc(F)cc2)CC1	-1%	9	nt	-4	nt	-3
13	CCOc1ccccc1N(C)C(=O)CCS(=O)(=O)c1ccc2c(c1)NC(=O)C(C)S2 (stereo not given)	2%	27	nt	5	-5%	34[activator]
14	COc1cc(C)c(CN2CCC(n3nccc3NC(=O)C3CCOC3)CC2)cc1C (stereo not given)	0%	4	2	36	-2%	-8
15	O=C(NCc1cccnc1)c1cccc(Cl)c1	1%	1	-1	-11	-3%	6

#	CXXC DNA block	KCNH2 3.1 block	B2AR arrestin	PKM2 act	Menin MLL FP TR
1	3%	-4	-0.4%	5%	15%
2	nt	2	-0.3%	nt	nt
3	-1%	-2	0.4%	-2%	3%
4	4%	1	-0.2%	0%	-5%
5	-2%	-1	0.5%	5%	nt
6	14%	10	0.6%	-1%	nt
7	0%	-3	-0.3%	-5%	nt
8	43%[activator]	-25	-0.8%	nt	18%
9	7%	15	0.0%	1%	7%[11.7 µM]
10	13%	-4	-0.2%	7%	5%
11	-24%	-5	-0.1%	5%	?
12	nt	0	0.2%	nt	nt
13	5%	0	0.1%	nt	nt
14	2%	-17	-0.4%	nt	5%
15	-6%	-3	-0.2%	-1%	17%

(next part)
#	smiles	USP2a block	TRPV1 ag	FBPA coupling cs	KCNH2 WT inh	GALK inh	Giardia killer
16	O=C1c2ccccc2C(=O)N1CCC#Cc1ccc2cc(CCCO)oc(=O)c2c1	0%	nt	nt	8	nt	-15
17	CN(C)CC(=O)N1c2ccccc2Sc2ccc(Cl)cc21	1%	2	-2	-5	1%	20
18	CC(C)C(C(=O)NCc1ccco1)N(C(=O)CNS(=O)(=O)c1ccc(Cl)cc1)C1CCCC1 (stereo not given)	-2%	0	-10	-21	-3%	-6
19	O=C(N/N=C/c1ccc([N+](=O)[O-])cc1)c1cc(C2CC2)nc2ccccc12	-4%	4	-3	2	-2%	3
20	COc1ccc(NC(=O)NNC(=O)C(C)Oc2ccc3ccccc3c2)cc1OC (stereo not given)	2%	7	1	10	2%	23
21	Cc1nn(-c2ccccc2)c2c1C(c1ccc(Br)s1)C(C#N)=C(N)O2 (stereo not given)	1%	6	-3	-7	-7%	-7
22	Cc1nc(Sc2ccc(Br)cc2)c(C#N)c(C)c1[N+](=O)[O-]	1%	-2	2	-4	1%	11
23	COc1cccc(CNCc2ccccn2)c1OC	1%	7	-3	6	0%	12
24	CCOC(=O)N1CCN(C(=O)c2ccc3c(c2)N(Cc2ccccc2)CCS3)CC1	2%	19	3	-8	nt	-14
25	CCOC(=O)C1(Cc2cccc(F)c2)CCN(CCCn2cccn2)CC1	0%	1	0	20	1%	-4
26	CC(C(=O)NCCC1=CCCCC1)N1C(=O)c2ccccc2C1=O (stereo not given)	0%	nt	-3	7	7%	5
27	CC(C)CCNC(=O)CN(Cc1ccc(F)cc1)C(=O)CCC(=O)Nc1ccccn1	0%	6	1	0	-1%	-16
28	CC(c1ccccc1)n1cc(C(=O)NCCCn2ccnc2)nn1 (stereo not given)	2%	-2	-1	-12	-6%	8
29	Cc1ccccc1OCC(=O)Nc1cc(S(=O)(=O)N2CCCCC2)ccc1N1CCN(C)CC1	0%	9	-3	6	7%	-2
30	Cc1ccc(S(=O)(=O)NCc2ccc(C(=O)N3CCc4ccccc4C3)cc2)cc1	1%	16	3	-1	0%	?

#	CXXC DNA block	KCNH2 3.1 block	B2AR arrestin	PKM2 act	Menin MLL FP TR
16	nt	-2	-0.4%	nt	nt
17	0%	0	-0.2%	1%	-27%
18	10%	-9	6.7%	-5%	-10%
19	-2%	-3	0.2%	-3%	nt
20	2%	nt	-0.1%	-4%	8%
21	-28%	-6	-0.8%	-16%	?
22	-3%	-3	-0.1%	4%	nt
23	-14%	-4	-0.9%	-1%	1%
24	nt	-4	-0.1%	1%	?
25	-8%	?	-0.9%	0%	nt
26	-5%	-20	0.1%	-18%	nt
27	1%	-6	-0.3%	-1%	-16%
28	1%	15	-0.1%	1%	-2%
29	7%	1	0.1%	-1%	?
30	-7%	6	0.1%	-3%	-3%

Three of the compounds above, in transposed form.
#17 CN(C)CC(=O)N1c2ccccc2Sc2ccc(Cl)cc21
#18 CC(C)C(C(=O)NCc1ccco1)N(C(=O)CNS(=O)(=O)c1ccc(Cl)cc1)C1CCCC1 (stereo not given)
#19 O=C(N/N=C/c1ccc([N+](=O)[O-])cc1)c1cc(C2CC2)nc2ccccc12

Compound | 17 | 18 | 19
USP2a block | 1% | -2% | -4%
TRPV1 ag | 2 | 0 | 4
FBPA coupling cs | -2 | -10 | -3
KCNH2 WT inh | -5 | -21 | 2
GALK inh | 1% | -3% | -2%
Giardia killer | 20 | -6 | 3
CXXC DNA block | 0% | 10% | -2%
KCNH2 3.1 block | 0 | -9 | -3
B2AR arrestin | -0.2% | 6.7% | 0.2%
PKM2 act | 1% | -5% | -3%
Menin MLL FP TR | -27% | -10% | nt

(continued)
#	smiles	USP2a block	TRPV1 ag	FBPA coupling cs	KCNH2 WT inh	GALK inh	Giardia killer
31	Cn1cccc1CC(=O)N/N=C/c1ccc(C(C)(C)C)cc1	-2%	?	-3	-1	0%	29
32	COc1cc(C)ccc1OCCOCCOc1cc(C)c(C)cc1Br	-1%	3	-1	-3	0%	-5
33	CCCN(C(=O)C1CSC2(C)CCC(=O)N12)c1c(N)n(Cc2ccccc2)c(=O)[nH]c1=O (stereo not given)	1%	0	nt	-1	nt	-15
34	CCN1CCN(Cc2ccc(NC(=O)c3cc(NC(=O)c4cncc(-c5cccs5)c4)cc(OC)c3)cc2C(F)(F)F)CC1	-16%	1	-3	-35&6	nt	6
35	Cc1noc(C)c1CSc1nc2cc(S(=O)(=O)N3CCOCC3)ccc2o1	2%	10	5	2	0%	3
36	CN(C)S(=O)(=O)c1ccc(C(=O)NCc2nc3ccccc3s2)cc1	0%	7	7	2	1%	-13
37	O=C1NC2(CCCCC2)N(C(=O)c2ccccc2)C2=C1CCCC2	2%	14	1	12	5%	-10
38	COC(=O)COc1ccc(S(=O)(=O)NCC2CCCO2)cc1Cl (stereo not given)	2%	-5	0	1	1%	-3
39	COC(=O)c1cc(C(=O)N2CCN(C(=O)c3ccco3)CC2)cc([N+](=O)[O-])c1	1%	1	-1	3	-1%	4
40	CCN(CC)C(=O)C(=O)c1cccn1-c1c(Cl)cccc1C#N	2%	0	-3	-22	0%	-10
41	c1cc2c(cc1NC1CCCCCC1)OCO2	1%	5	-8	-16	-1%	11

#	CXXC DNA block	KCNH2 3.1 block	B2AR arrestin	PKM2 act	Menin MLL FP TR
31	-1%	92	0.2%	1%	nt
32	1%	10	-0.3%	-1%	1%
33	nt	4	0.2%	nt	nt
34	66%[activator]	0&-3	0.4%	-3%	65%[activator]
35	-5%	19	-0.4%	6%	1%
36	1%	4	-0.6%	nt	nt
37	4%	15	0.4%	-3%	-10%
38	17%	0	-0.6%	-11%	-2%
39	-5%	-22	-0.2%	3%	12%
40	15%	0	-0.1%	-1%	-3%
41	12%	2	-0.5%	2%	-13%

This is a subset; rates above refer to the full screens.
